Lipid storage S3 = qHTS Assay for Lipid Storage Modulators in Drosophila S3 Cells; Drosophila S3 cells, BODIPY lipid droplet fluorescence, 18-24 h; cells fed with added oleic acid; Potency in µM for hits, for the others lipid storage change, negative = inhibition, % at the top dose, mostly 46.1 µM; hit rate 0.64% among 320,000; AID 2685; active = well fitted inhibition curve with a large enough effect in the signal ratio, with a control signal flat, not every such curve was filed as active; inconclusive = small, poorly fitted or top-dose-only effect, or effect the other way, or a change in a side signal; the % refers to the signal ratio
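Drosophila S3 cells got compounds at several concentrations plus oleic acid (400 uM solution). Laser-scanning cytometry with 488 nm excitation read lipid droplets at 500-530 nm and cells at 575-640 nm. Percent activity was relative to 20 uM Triacsin C.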
Lipid storage S3 cell count max = also measured in Lipid storage S3; calls as there; cell number change, %; measured here: cell count max response;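 cells counted by Cell Tracker Red CMTPX staining in the red channel; peak over a dose series mostly up to 46.1 µM; percent activity relative to internal control wells on each plate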
* = called active by the depositor; i = inactive; ? = inconclusive; · = no result given; [ ] = remark or other dose. % is scaled to controls: 0 for no effect and ±100 for the full control effect; potency is read from the fitted curve at half-maximal effect. These rows are one share of the data. The share of hits here may be higher or lower than overall.

Lipid storage S3	Lipid storage S3 cell count max	canonical_smiles
?	·	CCOC(=O)c1c(NC(=O)c2cc(-c3ccc(Cl)s3)nc3ccccc23)sc(C(N)=O)c1C
?	·	CC(C)SCC(=O)Nc1ncc2c(n1)-c1ccccc1CC2
?	·	CCCC(=O)N(Cc1cc2cc(C)ccc2[nH]c1=O)c1ccccc1OC
?	·	O=C(NCc1ccccc1)C(=O)NCC(c1ccco1)N1CCN(c2ccccc2F)CC1 (configuration not stated)
0.73µM*	1.8*	COc1ccc([C@H]2CC(=O)C=C(c3ccc(OC)c(F)c3)C2)cc1
i	·	COc1ccc(NC(=O)N2CCC(c3nc(-c4cccs4)no3)CC2)cc1
?	·	CC(=O)c1cccc(NC(=O)CCCCCn2nnc3ccccc3c2=O)c1
2%	6	O=[N+]([O-])c1ccc(Cl)c(CN2CCSCC2)c1
-12%	13	CCN(CC)C(=O)Cn1cc(/C=C(\C#N)C(=O)NC2CC2)c2ccccc21
i	-5	O=C(CCCn1c(=O)oc2ccccc21)N1CCN(c2ccccn2)CC1
?	·	O=C(Cn1cc([N+](=O)[O-])cn1)Nc1ccccn1
12%	-17	CCCN(CCC)S(=O)(=O)c1ccc(C(=O)N2CCC(=O)c3ccccc32)cc1
?	·	CCOC(=O)c1c(C)noc1-c1ccco1
?	·	COc1ccccc1CCNC(=O)c1cnccn1
?	·	CCc1ccc(NC(=O)c2ccc(C3SCC(=O)N3CCc3ccccc3)cc2)cc1 (configuration not stated)
-20%	-6	CC(=O)Nc1ccc([N+](=O)[O-])c(CS(=O)(=O)c2ccc(C)cc2)c1[N+](=O)[O-]
i	·	CCc1cccc2c(=O)c(C(=O)NCCN3CCOCC3)c[nH]c12
?	·	CCOc1ccccc1NC(=O)Nc1ccncc1
?	·	CC1CCN(C(=O)c2[nH]cnc2C(=O)NCCCCCNC(=O)OC(C)(C)C)CC1
19%	1	COc1ccc(N(C)C(=O)Cn2c(=O)oc3ccccc32)c(OC)c1
?	·	CCC(=O)N1CCN(c2ccccc2NC(=O)c2ccc(OC)c(Cl)c2)CC1
15%	-9	O=C(CCc1ccccc1)NC(=S)Nc1cc(C(F)(F)F)ccc1N1CCOCC1
?	·	COc1ccc(N(C(C)C(=O)NN=C2CCCCCCC2)S(C)(=O)=O)cc1 (configuration not stated)
?	·	Cc1cc(C=O)c(C)n1-c1ccc(Cl)c(C(=O)O)c1
?	·	Cc1ccc(-c2nc3cc(N)ccc3o2)cc1Br
?	·	Cc1ccc(NCC(=O)N/N=C\c2ccc[nH]2)cc1
-1%	8	Cc1cccc(NC(=O)N2CCCCCC2)c1
8%	4	COC(=O)c1sccc1NC(=O)CN(C)NS(=O)(=O)c1ccc(F)cc1
0%	1	CCCS(=O)(=O)N1CCN=C1SCc1cccnc1
7%	6	COc1ccc(-c2nn(-c3ccccc3)cc2/C=N/O)cc1OC
4%	3	O=C(O)c1cc([N+](=O)[O-])ccc1NCc1cccnc1
?	·	CCOc1ccc(C(=O)NCC(=O)N2CCCCCCC2)cc1OCC
?	·	O=C(c1cccc(F)c1)N1CCN(c2cc(N3CCCCC3)c(F)cc2[N+](=O)[O-])CC1
-13%	·	CC(O)CNC12CC3CC(CC(C3)C1)C2 (configuration not stated)
29µM*	0.8*	CCOc1ccc(N2C(=O)Cc3ccccc3C2=O)cc1
?	·	COc1ccc(NC(=O)C(=O)NCCC2=CCCCC2)c(OC)c1
?	·	Cc1ccc(-n2ncc(Cl)c2C(=O)NCc2ccccc2)cc1
?	·	N=C1/C(=C/c2ccc(-c3cccc(C(=O)O)c3)o2)C(=O)N=C2SC=C(c3ccccc3)N12
?	·	Cc1ccc(C(=O)NC(C)c2ccc(-n3ccnc3)cc2)cc1S(=O)(=O)N1CCOCC1 (configuration not stated)
i	-5	NC(=O)C1CCCN(C(=O)c2ccc3nc(Cc4cccc(Cl)c4)oc3c2)C1 (configuration not stated)
?	·	CCO[C@@H]1OC(C(=O)Nc2ccccc2)=C[C@H](c2ccc(Br)cc2)[C@H]1CCCO
?	·	O=C(NCCCN1CCOCC1)c1ccc2c(=O)n(Cc3ccc(Cl)cc3)c(=S)[nH]c2c1
?	·	Cc1ccc(-c2nnn(CCOc3cccc(Br)c3)n2)cc1
?	·	c1ccc(C[C@H]2CN=C(Nc3ccccc3)N2CCC2CCCC2)cc1
?	·	CCOC(=O)C(C)Oc1cccc2c(=O)n(CC(=O)NCc3ccc(F)cc3)ccc12 (configuration not stated)
10%	1	COC(=O)c1nnn(CC(=O)Nc2cccc(Cl)c2)c1C(=O)OC
-9%	-23	CC(=O)c1ccc(NC(=O)C(C)OC(=O)c2cccc(-n3cnnn3)c2)cc1 (configuration not stated)
-11%	-17	NC(=O)C1CCN(C(=O)CC2(CC(=O)O)CCCCC2)CC1
0%	11	CSc1ccc(NC(=O)CC(C)=O)cc1
1%	15	O=C(CSc1cccc[n+]1[O-])NN(c1ccccc1)c1ccccc1
-3%[0.0737 µM]	5	COc1cccc(COC(=O)C2CCN(S(=O)(=O)c3ccc(F)cc3)CC2)c1OC
?	·	Cc1cccc2nc(=S)n(C(=O)c3ccco3)n12
24%	0	Cc1c(NS(=O)(=O)c2ccccc2)c(=O)n(-c2ccccc2)n1C
9%	14	Cc1cccc(N2CCN(C(=O)CCN3C(=O)C4C5C=CC(C5)C4C3=O)CC2C)c1 (configuration not stated)
17%	8	CC(NC(=O)C(=O)NCc1cccs1)c1ccccc1 (configuration not stated)
i	-9	O=S(=O)(NCCN1CCOCC1)c1cc(Cl)c(Cl)cc1Cl
?	·	COc1ccccc1-c1ccc(SCc2ccccc2)nn1
?	·	Clc1ccc(-c2csc(N3CCSCC3)n2)cc1
i	-22	C=CCc1c(C)nc2cc(-c3ccc(C)cc3)[nH]n2c1=O
?	·	CC(C)(C)c1ccc(C(=O)c2c[nH]c(C(=O)NCc3cccnc3)c2)cc1

Next section.
Lipid storage S3	Lipid storage S3 cell count max	canonical_smiles
?	·	N#CC1=C(N)OC2=C(CCc3ccccc32)C1c1ccccc1 (configuration not stated)
?	·	Brc1ccc(CSc2ncnc3nc[nH]c23)cc1
?	·	Cc1ccc(-c2cn(CCN)c(-c3ccc(Cl)nc3)n2)cc1
?	-1	CC(=O)Nc1cccc(NC(C)=O)n1
?	·	CCN1CCN(c2cc(C)c3cc(NC(=O)c4cnccn4)ccc3n2)CC1
?	·	Cc1ccc(NC(=O)COC(=O)C2CCC2)cc1S(=O)(=O)N1CCCCC1
?	·	Cc1ccc(C)c(CN2C(=O)C(C)Oc3ccc(C)cc32)c1 (configuration not stated)
?	·	Cc1ccc(CN2CCN(/N=C/c3ccc(N(C)C)cc3)CC2)cc1
-11%	-19	COc1ccc(C2c3ccsc3CCN2C(=O)C(C)(C)C)cc1 (configuration not stated)
?	·	CCN(CC)S(=O)(=O)c1ccc2[nH]c(=O)cc(C(=O)Nc3ccccc3N3CCOCC3)c2c1
3%	5	CC1=NC2(CCCc3c2no[n+]3[O-])N(O)C1(C)C (configuration not stated)
15%	20	Cc1cc2nc3n(c2cc1C)CC1CC(C(=O)NCC2CC2)N(C)C31 (configuration not stated)
?	·	CCCc1cc(=O)n2[nH]c(NCc3ccc(Cl)cc3Cl)nc2n1
?	·	O=C(Nc1cccc(C(=O)N2CCN(c3ccccc3)CC2)c1)c1ccco1
7%	-6	CC(C)(C)NC(=O)C(c1ccncc1)N(C(=O)CNC(=O)c1ccco1)c1ccc2c(c1)OCO2 (configuration not stated)

Sorted by number of heavy atoms (ascending): part of the list above.
Lipid storage S3	Lipid storage S3 cell count max	canonical_smiles
?	-1	CC(=O)Nc1cccc(NC(C)=O)n1
?	·	Cc1ccc(C)c(CN2C(=O)C(C)Oc3ccc(C)cc32)c1 (configuration not stated)
?	·	CCCc1cc(=O)n2[nH]c(NCc3ccc(Cl)cc3Cl)nc2n1
?	·	Cc1ccc(CN2CCN(/N=C/c3ccc(N(C)C)cc3)CC2)cc1
?	·	Cc1ccc(NC(=O)COC(=O)C2CCC2)cc1S(=O)(=O)N1CCCCC1
7%	-6	CC(C)(C)NC(=O)C(c1ccncc1)N(C(=O)CNC(=O)c1ccco1)c1ccc2c(c1)OCO2 (configuration not stated)

Gathered by group, the compounds so far containing two or more sulfur atoms
Lipid storage S3	Lipid storage S3 cell count max	canonical_smiles
?	·	CCOC(=O)c1c(NC(=O)c2cc(-c3ccc(Cl)s3)nc3ccccc23)sc(C(N)=O)c1C
8%	4	COC(=O)c1sccc1NC(=O)CN(C)NS(=O)(=O)c1ccc(F)cc1
0%	1	CCCS(=O)(=O)N1CCN=C1SCc1cccnc1
?	·	Clc1ccc(-c2csc(N3CCSCC3)n2)cc1

Continuation.
Lipid storage S3	Lipid storage S3 cell count max	canonical_smiles
5%	8	COC1C/C(=N\O)C2OC(c3ccccc3)OCC2O1 (configuration not stated)
17%	13	CCN(CC)CCN(Cc1cc2cc3c(cc2[nH]c1=O)OCCO3)C(=S)NC
?	·	CCOC(=O)c1c(NC(=O)Cn2c(C)nc3ccccc32)sc2c1CCC2
6%	-9	Cc1nc(N/C(N)=N/S(=O)(=O)c2ccc([N+](=O)[O-])cc2)nc2ccccc12
?	·	Cc1ccc(S(=O)(=O)NCC(=O)N2CCC(C)CC2)cc1
?	·	CC(OC(=O)/C=C/c1ccco1)C(=O)NC1CCCCC1C (configuration not stated)
?	·	COc1cc(NC(=O)c2cccs2)c(OC)cc1NC(=O)CCC(=O)Nc1ccc2ncccc2c1
?	·	CCCSc1ccc([C@H]2N[C@@](Cc3ccccc3)(C(=O)OC)[C@H]3C(=O)N(CC)C(=O)[C@@H]23)cc1
?	·	COc1cc(C(c2c(C)[nH][nH]c2=O)c2c(C)[nH][nH]c2=O)ccc1OCc1ccc([N+](=O)[O-])cc1
?	·	COc1ccc(C2=COc3ccccc3C(=O)N2)cc1
?	·	CCN1CCN(C(=O)CN(CC)S(=O)(=O)c2ccc(Cl)cc2)CC1
?	·	CC1(C(=O)O)COC(c2ccc([N+](=O)[O-])cc2)OC1 (configuration not stated)
i	35	CCc1ccc(NC(=O)Cn2nc(C)c([N+](=O)[O-])c2C)cc1
?	·	CN1C(=O)CC(c2ccccc2)C1=O (configuration not stated)
?	·	CCN(CC(=O)Nc1ccc(C)c(F)c1)CC(=O)NC(C)C

Shown with each value named: part of the list above
Cc1ccc(S(=O)(=O)NCC(=O)N2CCC(C)CC2)cc1
- Lipid storage S3: ?
- Lipid storage S3 cell count max: ·
CC(OC(=O)/C=C/c1ccco1)C(=O)NC1CCCCC1C (configuration not stated)
- Lipid storage S3: ?
- Lipid storage S3 cell count max: ·

Next compounds:
Lipid storage S3	Lipid storage S3 cell count max	canonical_smiles
?	·	Cc1ccc(NC(=O)CSCC(=O)N(C)Cc2ccc(Cl)c(Cl)c2)cc1
?	·	CC(=O)NN1C(=O)/C(=C\c2ccc(O)cc2)SC1=S
3%	6	C=CCN1c2ccccc2[C@]23C[C@@H](C(=O)OC)N(C(C)=O)C2=NC(C(=O)OC)=C(C(=O)OC)[C@H]13
14%	-25	Cc1nc(SCC(=O)N(C)Cc2ccco2)c2c(C)c(C)sc2n1
?	·	Cc1cccc2sc(N(CCCN(C)C)C(=O)CCc3ccccc3)nc12
14%	-4	O=C(O)CSCC(=O)N(Cc1ccccc1)c1nc(-c2ccccc2)c(-c2ccccc2)s1
i	11	CCc1nc2ccc(C(=O)N(C)CC(=O)Nc3cccc(F)c3)cc2nc1CC
-8%	12	Nn1c(SCc2c(F)cccc2F)nnc1-c1ccccn1
?	·	CC1=NC(C#N)=C(C#N)NC(C)(C)C1
?	·	Cc1cc2c(cc1C)CSC(c1ccccc1OC(=O)C(C)(C)C)SC2
-7%	2	Nc1ccc(C2CCCc3nonc32)c2nonc12 (configuration not stated)
-1%	-3	CN(C)C(=O)C#Cc1ccccc1
?	·	CCOc1ccc(NC(=O)CN(C)CC(=O)Nc2cc(Cl)ccc2C#N)cc1OCC
?	·	Cc1ccc(S(=O)(=O)NC(N)=NCCc2ccc(Cl)cc2)cc1C
20%	7	COc1ccc(NC(=S)N(CCC(C)C)C(C)c2ccncc2)cc1 (configuration not stated)
?	·	CCNC(=S)Nc1ccc(N2CCCCC2)cc1
?	·	CN1CC[C@]23c4ccccc4N[C@H]1[C@]21CCN(C)[C@H]3Nc2ccccc21
?	·	O=C(Cn1c(=O)oc2cc(S(=O)(=O)N3CCCC3)ccc21)NC1CCCCC1
?	·	CC1CCN(C(=O)CN2C(=O)c3ccccc3S2(=O)=O)CC1
i	·	COc1ccc(S(=O)(=O)N2CCC(C(=O)N3CCc4ccccc4C3)CC2)cc1Cl
3%	10	COc1ccc(CCNC(=O)C(=O)NCC2OCCN2S(=O)(=O)c2ccccc2)cc1OC (configuration not stated)
-25%	24	COc1ccc(/C=C/C(=O)c2ccccc2)cc1COc1ccccc1F
?	·	COc1ccccc1-n1cnc2cc(NS(=O)(=O)c3ccc(Br)cc3)ccc21
?	·	COc1ccc(C(=O)N2CCN(C(=O)c3ccco3)CC2)cc1
?	·	CCC(C)NC(=O)C1CCN(CCCc2ccccc2)CC1 (configuration not stated)
?	·	Cc1cccc(NC(=S)N2CCC(N(C)CC3CCCO3)CC2)c1C (configuration not stated)
?	·	Cc1ccc(C(=O)CSc2nnc(N)s2)c(C)c1
?	·	COc1ccc(CC2(CO)CCN(Cc3cnn(-c4ccc(F)cc4)c3)CC2)cc1
-14%	11	COc1ccc2cc(C(=O)NCc3ccccc3)[nH]c2c1
?	·	CC1CCCN(C(=O)CSc2nc3ncccc3[nH]2)C1 (configuration not stated)

Compound profiles, as listed above. Order of screens: Lipid storage S3, Lipid storage S3 cell count max
`CCNC(=S)Nc1ccc(N2CCCCC2)cc1` is entered as ?, ·
`O=C(Cn1c(=O)oc2cc(S(=O)(=O)N3CCCC3)ccc21)NC1CCCCC1` is entered as ?, ·
